KCNQ2 inh: KCNQ2 potassium channel inhibitors, primary screen, cell-based, CHO-K1, FluxOR thallium flux, B-score (AID 2156); O88943; 20 min; stronger effect = lower value; B-score at 10 µM; 310,000 tested, 1.1% active;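 active = fluorescence ratio B-score at most minus 3 library SDs, with starting brightness B-score within 2 library SDs, cut at about -5.5 in these data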
Kir21 inh: inhibitors of mouse Kir2.1 inward-rectifier potassium channel; AID 1672; 310,000 tested, 0.85% active; B-score at 10 µM; HEK293-Kir2.1, FluxOR thallium flux fluorescence; stronger effect = lower value;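 active = fluorescence ratio B-score at or below minus 3 SD of library scores, with starting-brightness B-score within 2 SD, cut at about -4.2 in these data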;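 also: channel flux triggered by added potassium and thallium sulfate stimulus; B-score of peak minus minimum fluorescence over baseline after thallium stimulus; more negative B-score means stronger Kir2.1 block with less thallium influx; some compounds called inactive have numbers as strong as hits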
Target sequence (P35561 whole entry, looked up): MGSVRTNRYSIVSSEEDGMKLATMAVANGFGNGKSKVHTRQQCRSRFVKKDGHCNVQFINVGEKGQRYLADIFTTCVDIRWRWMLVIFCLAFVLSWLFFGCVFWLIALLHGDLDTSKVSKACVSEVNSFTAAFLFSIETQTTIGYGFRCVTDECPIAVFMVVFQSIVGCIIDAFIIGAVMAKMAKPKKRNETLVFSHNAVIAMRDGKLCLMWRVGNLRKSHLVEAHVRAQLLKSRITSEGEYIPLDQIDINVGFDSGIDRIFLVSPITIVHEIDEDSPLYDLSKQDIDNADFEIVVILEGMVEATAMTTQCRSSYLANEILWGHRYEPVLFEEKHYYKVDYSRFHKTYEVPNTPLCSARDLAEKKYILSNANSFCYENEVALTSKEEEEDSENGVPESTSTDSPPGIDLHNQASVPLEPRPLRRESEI
STK33 inh: inhibitors of human STK33 kinase; purified STK33, MBP phosphorylation, ADP-Glo luminescence; AID 2661; Q9BYT3; 320,000 tested, 0.073% active; inhibition, % at 10 µM;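 active = inhibition at or above 25%, using the most active replicate where run in duplicate; inactive = inhibition below 25%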
Target sequence (Q9BYT3 whole entry, looked up): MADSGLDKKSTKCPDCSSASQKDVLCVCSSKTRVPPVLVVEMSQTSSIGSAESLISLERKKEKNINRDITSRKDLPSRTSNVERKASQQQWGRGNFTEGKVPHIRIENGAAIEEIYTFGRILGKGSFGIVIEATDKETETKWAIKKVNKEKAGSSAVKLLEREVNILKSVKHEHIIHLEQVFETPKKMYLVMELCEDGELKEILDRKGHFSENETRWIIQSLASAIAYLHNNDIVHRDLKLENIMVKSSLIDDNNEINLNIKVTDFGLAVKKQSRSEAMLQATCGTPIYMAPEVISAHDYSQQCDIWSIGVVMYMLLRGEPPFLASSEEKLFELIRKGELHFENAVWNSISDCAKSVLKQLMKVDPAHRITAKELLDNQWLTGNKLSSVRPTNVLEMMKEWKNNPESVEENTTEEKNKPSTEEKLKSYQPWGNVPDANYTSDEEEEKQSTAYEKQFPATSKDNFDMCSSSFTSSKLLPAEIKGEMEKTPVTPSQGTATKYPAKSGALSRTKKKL
Numbers without * were called inactive; i = inactive; nt = not tested or not shown. Rows were taken by chance. Share with any hit: about 1.9%.

Kir21 inh | KCNQ2 inh | molecule | STK33 inh
-0.89 | i | COC(=O)CCC(=O)NC1CC(C)(C)Cc2c1cnn2-c1ccccc1 (stereo not given) | 0.5
0.85 | i | O=C(Cc1ccccc1)NN1C(=O)C2C3C=CC(C3)C2C1=O (stereo not given) | -2.3
0.76 | i | O=C(O)c1ccc2c(c1)ncn2C1CCCCC1 | 0.2
-0.35 | i | Cc1ccc2c(c1)C=CC(C#N)N2C(=O)c1ccccc1 (stereo not given) | -0.4
-0.44 | i | COc1cc(-c2nnc(SCC3(c4ccc(Br)cc4)OCCO3)o2)cc(OC)c1OC | -1.8
-0.41 | i | CCCN1CCN(C2CCCCC2NS(=O)(=O)c2ccccc2)CC1 (stereo not given) | 0.5
-0.11 | i | CC(C)(C)OC(=O)CC[C@@H](C(=O)N1CCN(C(=O)OC(C)(C)C)CC1)n1cc(C(CO)NC(=O)OC(C)(C)C)nn1 (stereo not given in full) | 1.6
0.48 | i | CCNc1ccc(C(=O)OCC(=O)N(Cc2ccccc2)C(C)(C)C)cc1[N+](=O)[O-] | -1.1
0.06 | i | Cc1cc(/C=N/Nc2ccc([N+](=O)[O-])cn2)c(C)n1-c1ccccc1 | -1.3
0.56 | i | Cn1c(CN2CCOCC2)nnc1SCC(=O)Nc1cccc(C(F)(F)F)c1 | -1.1
1.25 | i | CCCOP(=O)(OCCC)C(Nc1ccc(C(C)C)cc1)c1ccc([N+](=O)[O-])cc1 (stereo not given) | 11.4
-1.11 | i | CCC(C)[C@H]1CN=C(N)N1CCc1cccc(F)c1 (stereo not given in full) | -0.8
-1.18 | i | Cc1ccc(/C=C(\C#N)C(=O)NC(C)C)o1 | -0.9
-0.34 | i | O=C(c1ccccc1)N1CCSC1=S | -0.7
1.71 | i | COc1cc2c(C(=O)NCCN(C)C)cn(CC(C)C)c(=O)c2cc1OC | -0.1
-1.34 | i | N/C(=N\OC(=O)C1CCCCC1)c1cccnc1 | -0.7
1.31 | i | O=C(CSc1nnc(NC(=O)c2cccc(Cl)c2)s1)NCC1CCCO1 (stereo not given) | 0.2
1.46 | i | CCOC(=O)C1CCCN(S(=O)(=O)c2cn(C)c(=O)n(C)c2=O)C1 (stereo not given) | -0.4
1.48 | i | Cc1c(=O)n(OCc2ccccc2F)c2ccccc2[n+]1[O-] | -0.3
0.37 | i | Cc1ccc(OCCNS(=O)(=O)c2ccc(N3CCCC3=O)cc2)cc1C | -1.3

Next section
Kir21 inh | KCNQ2 inh | molecule | STK33 inh
-1.59 | i | CC(C)CN(C(=O)COC(=O)CNC(=O)c1ccccc1F)c1c(N)n(Cc2ccccc2)c(=O)[nH]c1=O | -1.3
-0.48 | i | ClCc1csc(-c2ccccc2Cl)n1 | -0.5
-0.01 | i | CCCCCCSc1ccc([C@H]2N[C@@](C)(C(=O)OC)[C@H]3C(=O)N(C)C(=O)[C@@H]23)cc1 | -0.6
0.03 | i | CCOc1ccc(NC(=O)N(CCN2CCOCC2)Cc2ccc3c(c2)CCCN3CC)cc1 | -2.4
-1.23 | i | Cc1ccc(NC2=NC(c3ccccc3)n3c(nc(C)cc3=O)N2)cc1 (stereo not given) | -0.7
-1.85 | i | Cn1nc(C(=O)N2CCN(S(=O)(=O)/C=C/c3ccccc3)CC2)c2ccccc2c1=O | -0.9
-2.79 | i | Cc1ccc(N(CC(=O)NCc2ccc3c(c2)OCO3)S(C)(=O)=O)cc1 | -2.5
-6.29* | i | COCCn1c(SCC(=O)Nc2nc(C)c(Cl)cc2Cl)nc2ccccc21 | -0.7
-0.01 | i | CCOC(=O)c1ccc(S(=O)(=O)N2CCC(C(=O)O)CC2)cc1 | 0.1
1.31 | i | COc1ccc(-c2csc(NC(=O)C3CC(=O)N(Cc4ccccc4)C3)n2)cc1OC (stereo not given) | 0.0
-0.1 | i | COc1ccccc1Nc1ccc(NS(=O)(=O)c2ccc(C(C)=O)cc2)cc1 | 0.0
-0.02 | i | c1ccc(CCNc2ncnc3nc[nH]c23)cc1 | -0.9
0.5 | i | CCOC(=O)CSc1ccc(S(=O)(=O)N(CC)CC)cc1[N+](=O)[O-] | -0.1
-0.8 | i | O=C(NCc1cccc(C(F)(F)F)c1)C1CC(c2c(Cl)cccc2Cl)=NO1 (stereo not given) | -1.1
-0.27 | i | COCCn1c(SCC(=O)c2ccc(F)cc2)nnc1C(C)C | 0.0
-0.32 | i | O=C(Cn1c(=O)c(=O)n(Cc2ccccc2)c2ccc(Cl)cc21)Nc1cccc(F)c1 | -0.6
0.3 | i | COc1ccnc(Oc2cc(Cl)cc(Cl)c2)c1C#N | -1.9
1.27 | i | NS(=O)(=O)c1cc(C(=O)O)c(NCc2ccco2)cc1Cl | 0.3
0.69 | i | Nc1[nH]n(-c2ccccc2)c(=O)c1N=Nc1ccc2c(c1)OCCO2 | 0.1
1.19 | i | O=C(Nc1cnccc1C(F)(F)F)NC1CCCCC1 | -1.7

(list continues)
Kir21 inh | KCNQ2 inh | molecule | STK33 inh
1.58 | i | COc1cc(C(=S)N2CCOCC2)ccc1OS(=O)(=O)c1ccc(Cl)cc1 | -2.2
-0.23 | i | O=C(O)[C@H](Cc1ccccc1)N1C(=O)c2ccncc2C1=O | -0.8
-0.74 | i | Cc1csc(NC(=O)c2ccccc2C(=O)O)n1 | 0.9
-0.77 | i | COc1ccccc1Nc1nc(N)nc(CSc2nc(C)cc(C)n2)n1 | -2.3
-0.21 | i | CC(=O)c1sc(NC(=O)COc2ccc(Br)cc2)nc1C | -0.3
-0.24 | i | Cc1cccc(NC(=O)CSc2nnc(NC(=O)C3CCC3)s2)c1 | 0.4
-0.68 | i | O=C1CCCN1c1ccc(S(=O)(=O)N2CCN(c3ccccc3)CC2)cc1 | -2.2
-0.55 | i | CCCCNc1c([N+](=O)[O-])c(=O)n(C)c2ccccc12 | -1.8
1.16 | i | Cc1cc(NC(=O)CN2C(=O)NC3(CCCCC3C)C2=O)no1 (stereo not given) | -1.4
-0.46 | i | COCC(C)n1c(C)cc(C(=O)COC(=O)c2c(NC(C)=O)sc(C)c2C)c1C (stereo not given) | -0.8
1.17 | i | Cc1ccc(C2CCN(C(=S)Nc3cccc(C)c3)C2)cc1 (stereo not given) | -1.0
-2.28 | i | COc1ccccc1OCCSc1nc2ccccc2n1CC(O)CO (stereo not given) | -3.9
0.03 | i | COc1ccc(N(CC(=O)NCc2ccccc2)S(=O)(=O)c2c(C)n[nH]c2C)cc1 | 0.5
1.4 | i | CCn1c(/C=C/N(C(C)=O)c2ccccc2)[n+](CCCS(=O)(=O)[O-])c2cc(Cl)c(Cl)cc21 | 0.2
-0.72 | i | COc1ccc(/C=N/Nc2nn3cnnc3c3ccccc23)cc1 | -1.1
0.65 | i | O=C(NCC1([N+](=O)[O-])CN(C(=O)c2ccccc2)CN(C(=O)c2ccccc2)C1)c1ccccc1 | -0.6
-1.15 | i | CCN(CC)C(=O)Cn1c(=O)n(CCCC(=O)NCc2ccc3c(c2)OCO3)c(=O)c2sccc21 | 0.4
-1.2 | i | O=C(Nc1ccc2c(c1)OCCO2)c1ccco1 | 1.0
-0.05 | i | N#Cc1c(-c2ccc(F)cc2)nc(-c2ccccc2)[nH]c1=O | -2.6
2.16 | i | O=C(NCc1ccc2c(c1)OCO2)c1ccc(N2CCCCCC2)c([N+](=O)[O-])c1 | -2.1

(list continues)
Kir21 inh | KCNQ2 inh | molecule | STK33 inh
-0.05 | i | Cc1cccc(CN2CCN(C(=O)CCl)CC2)c1 | 0.8
0.2 | i | CCOC(=O)CN1C(=O)S/C(=C/C=C/c2ccc(N(C)C)cc2)C1=O | 9.9
1.67 | i | Cc1ccc(N=Cc2cc(Br)cc(Cl)c2O)cc1 | -0.5
-0.75 | i | O=C(c1c(F)cccc1F)N1CCN(c2ncccn2)CC1 | 1.0
0.3 | i | Cc1ccc(C(=O)Nc2ccccc2C(=O)NC(C(=O)O)C(C)C)cc1 (stereo not given) | nt
-0.2 | i | COc1cccc(-c2ccc(NC(=O)C3CCCN(Cc4cnn(C)c4C)C3)cc2)c1 (stereo not given) | 2.0
0.11 | i | COC(=O)CNC(=O)CN1C(=O)NC2(CCCc3ccccc32)C1=O (stereo not given) | -3.0
-5.29* | -7.21* | C[C@@H](CSc1ccccc1)CN1CC[C@H](C(C)(C)C)CCC1=O | 0.4
0.12 | i | CN1CCN(c2nc(-c3ccccc3O)nc3ccccc23)CC1 | 32.2*
0.11 | i | O=C(COC(=O)CNC(=O)c1cccc(F)c1)NCCC1=CCCCC1 | 0.6
0.06 | i | C[C@@H]1O[C@@H](OC[C@H]2O[C@@H](Oc3c(-c4ccc(O)c(O)c4)oc4cc(O)cc(O)c4c3=O)[C@H](O)[C@@H](O)[C@@H]2O)[C@H](O)[C@H](O)[C@H]1O | 1.1
0.28 | i | CNC(=S)N1N=C2c3ccccc3CCC2C1c1ccccc1Cl (stereo not given) | -1.0
0.49 | i | Cn1c(C(O)c2ccc(Cl)cc2)nc(Cl)c1Cl (stereo not given) | nt
-4.44 | i | C=CCOc1ccc(C2C(C(=O)c3cccs3)=C(O)C(=O)N2c2nnc(C)s2)cc1 (stereo not given) | 0.1
-0.58 | i | COc1ccc(CC(=O)NCC2CCCN(Cc3cccc(SC)c3)C2)cc1 (stereo not given) | -1.4
-1.01 | i | CC(=O)c1c(C)[nH]c(C(=O)N2CCN(c3cc(Cl)ccc3C)CC2)c1C | -2.8
1.11 | i | CC1CCCCC1NC(=O)C1CCC(CNc2c(N3CCCCC3)c(=O)c2=O)CC1 (stereo not given) | 0.5
1.16 | i | O=C(O)/C=C/C(=O)Nc1ccc(-c2ccccc2)cc1 | -0.4
-1.17 | i | C/C(N)=C(/C#N)C(=O)COC(=O)CCS(=O)(=O)c1ccccc1 | -0.6
0.42 | i | O=C(Nc1ccccc1)Nc1nnc(-c2ccccc2)o1 | -0.3

The list continues.
Kir21 inh | KCNQ2 inh | molecule | STK33 inh
0.5 | i | O=C(Nc1ccc([N+](=O)[O-])cc1Br)c1cccnc1 | -1.7
1.81 | i | CC(C)c1nc2oc3c(=O)[nH]cnc3c2c2c1COC(C)(C)C2 | -2.0
2.26 | i | CC(C)C[C@H](NC(=O)N1CCN(c2ccccc2)CC1)C(=O)O | -0.3
2.22 | i | C=CCn1c(SCc2cccnc2)nnc1-c1ccncc1 | -0.1
0.02 | i | O=C(CSc1ncccn1)Nn1cnnc1 | 1.9
-1.03 | i | O=C(NCCc1ccccc1Cl)c1cc(COc2ccc(F)cc2F)on1 | -0.5
-0.49 | i | O=C(Nc1ccc(Br)cc1F)c1ccc2c(c1)OCCO2 | -0.2
-0.63 | i | N=c1oc2ccccc2cc1C(=O)Nc1ccccc1 | 0.3
0.46 | i | COC(=O)c1cc(C(=O)NC(C)(C)CC(C)(C)C)cc([N+](=O)[O-])c1 | -0.7
0.35 | i | COCCSc1ccccc1C(=O)NCc1ccc(S(N)(=O)=O)cc1 | 0.9
0.2 | i | O=C(CN1C(=O)NC2(CCCCC2)C1=O)Nc1ccc(F)cc1 | -2.8
0.3 | i | O=C(O)CCS(=O)(=O)Cc1ccccc1F | -0.4
0.84 | i | COc1cc(OC)cc(C(=O)N(CN2CCCC2=O)c2ccccc2OC)c1 | -3.4
0.22 | i | O=c1c([N+](=O)[O-])c(O)c2ccccc2n1Cc1ccccc1 | -1.6
0.74 | i | COc1ccc(C(=O)NCc2nnc(SCC(=O)Nc3cc(Cl)ccc3OC)o2)cc1 | 6.5
0.41 | i | Cc1c(NC(=O)c2ccccc2)cccc1[N+](=O)[O-] | 3.4
-1.22 | i | CN(C)c1ccc(NC(=O)/C=C/c2c(Cl)cccc2Cl)cc1 | -0.8
1.04 | i | CN1C(=O)CSc2ccc(NC(=O)N3CCc4ccccc43)cc21 | -3.9
1.49 | i | COc1cccc2sc(Nc3nnc(-c4ccccc4Cl)o3)nc12 | -2.4
-1.39 | i | COc1cc(/C=C/c2nc3ccccc3c(=O)[nH]2)cc(Br)c1O | -1.8
-1.15 | i | COc1ccc(C2CC(=O)C(C3NCCc4ccccc43)=C(O)C2n2cncn2)cc1 (stereo not given) | -1.4
1.43 | i | Cc1ccsc1/C=N/Nc1nc2ccccc2[nH]1 | nt
0.05 | i | O=C(NCc1ccncc1)C(=O)NCC1OCCCN1S(=O)(=O)c1ccc(F)cc1 (stereo not given) | -0.3

3 successive compounds already listed, quoted:
Kir21 inh | KCNQ2 inh | molecule | STK33 inh
0.2 | i | O=C(CN1C(=O)NC2(CCCCC2)C1=O)Nc1ccc(F)cc1 | -2.8
0.3 | i | O=C(O)CCS(=O)(=O)Cc1ccccc1F | -0.4
0.84 | i | COc1cc(OC)cc(C(=O)N(CN2CCCC2=O)c2ccccc2OC)c1 | -3.4

Single values from above:
COC(=O)c1cc(C(=O)NC(C)(C)CC(C)(C)C)cc([N+](=O)[O-])c1 in STK33 inh = -0.7
O=C(Nc1ccc([N+](=O)[O-])cc1Br)c1cccnc1 in Kir21 inh = 0.5
C=CCn1c(SCc2cccnc2)nnc1-c1ccncc1 in STK33 inh = -0.1

Grouped by structure: the compounds so far containing a tert-butyl group (4)
Kir21 inh | KCNQ2 inh | molecule | STK33 inh
-0.11 | i | CC(C)(C)OC(=O)CC[C@@H](C(=O)N1CCN(C(=O)OC(C)(C)C)CC1)n1cc(C(CO)NC(=O)OC(C)(C)C)nn1 (stereo not given in full) | 1.6
0.48 | i | CCNc1ccc(C(=O)OCC(=O)N(Cc2ccccc2)C(C)(C)C)cc1[N+](=O)[O-] | -1.1
-5.29* | -7.21* | C[C@@H](CSc1ccccc1)CN1CC[C@H](C(C)(C)C)CCC1=O | 0.4
0.46 | i | COC(=O)c1cc(C(=O)NC(C)(C)CC(C)(C)C)cc([N+](=O)[O-])c1 | -0.7

Assay outcomes as filed in PubChem BioAssay.
